Arrestin-AP2 inh: inhibitors of beta-arrestin/AP2 binding, primary screen, biochemical, GPCR trafficking, flow cytometry | FITC-arrestin peptide / GST-AP2 beads; AP2 beta2 appendage carries R879A mutation | inhibition, % at 10 µM | actives 0.31% (n = 340,000);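 active = inhibition above a set limit, near 3 SD of compounds lacking own fluorescence, cut at about 54% in these data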;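 also: plate controls were DMSO wells for no effect and 5 µM unlabelled arrestin peptide for full effect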
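Assay system: GST-AP2 R879A bound to glutathione beads, E. coli-expressed; Medium: PBS with 0.05% Tween 20 and 0.1% BSA; Also added: fluorescein-tagged arrestin peptide at 50 nM final; Timing: 12 min plus 1 h, RT; Measured by: flow cytometry, FL1 (488/535 nm); Evaluation: percent drop in bead-associated FITC signal.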
dFosB activator: activators of delta FosB homodimer, primary screen, biochemical, fluorescence polarization, TAMRA-CDK5 oligo, single point | Protein FosB (Mus musculus), P13346 | purified delta FosB; percent of positive-control signal above neutral wells | activation, % at 25 µM | actives 0.99% (n = 340,000) | AID 493131, 2011;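 active = mean activation above about 17%, with every replicate also reaching it, limit read from the data, passing the limit was not always enough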;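 also: fluorescence polarization rise as delta FosB binds a TAMRA Cdk5 AP-1 oligo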
PKA-R1A activ: activators of PKA-R1A holoenzyme, primary screen, biochemical, fluorescence polarization, Cy5-IP20, bovine R1A, mouse PKAc; cAMP-dependent protein kinase type I-alpha regulatory subunit (Bos taurus) + …; PKA-R1A dissociation; scaled: DMSO 0%, 113 µM cGMP 100%; activation, % at 11.4 µM; actives 0.083% (n = 340,000);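 active = percent activation above the mean of all tested compounds plus 3 SD, cut at about 19% in these data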;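 also: higher means more PKAc released from R1A so a rise in polarization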
MITF TRPM1 HTS: activators of MITF-driven TRPM1 promoter reporter, primary screen, cell-based, SK-MEL-5, luciferase, single point; SK-MEL-5 TRPM1-promoter luciferase, 24 h; % of positive control, neutral wells = 0; activation, % at 12.5 µM; actives 0.75% (n = 300,000); AID 588334, 2011;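 active = mean activation of at least 80% with every replicate also reaching 80%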;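 also: 0% = neutral control wells and 100% = parthenolide positive control wells; values of inactives mirror those of a sister screen read the other way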
Pemphigus Ab inh: inhibitors of pemphigus antibody binding to DSG3, primary screen, biochemical, bead-based, flow cytometry, scFv-GFP | Desmoglein-3 (Homo sapiens), P32926 | DSG3-coupled beads, scFv-anti-DSG3-GFP binding; stronger effect = lower value | binding (percent of control), % at 10 µM | actives 0.48% (n = 310,000) | AID 588358, 2011;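 active = binding more than 3 SD below its plate's average and above zero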;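 also: hits lower antibody fragment binding to DSG3; some compounds called inactive have numbers as strong as hits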
PKA-R2B activ: activators of PKA-R2B holoenzyme, primary screen, biochemical, fluorescence polarization, Cy5-IP20, human. cAMP-dependent protein kinase catalytic subunit beta (Homo sapiens) + cAMP-dependent …. PKA-R2B holoenzyme dissociation; R2B truncated from residue 108, S112A mutant; 0% DMSO only, 100% 113 µM cGMP. activation, % at 11.4 µM. actives 0.079% (n = 340,000);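 active = activation above a cutoff set at the mean over all compounds plus 3 SD, cut at about 18% in these data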;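 also: higher means more holoenzyme dissociation and a rise in polarization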
Target sequence (P31323 whole entry, looked up, other chains not shown, the tested form may be a part): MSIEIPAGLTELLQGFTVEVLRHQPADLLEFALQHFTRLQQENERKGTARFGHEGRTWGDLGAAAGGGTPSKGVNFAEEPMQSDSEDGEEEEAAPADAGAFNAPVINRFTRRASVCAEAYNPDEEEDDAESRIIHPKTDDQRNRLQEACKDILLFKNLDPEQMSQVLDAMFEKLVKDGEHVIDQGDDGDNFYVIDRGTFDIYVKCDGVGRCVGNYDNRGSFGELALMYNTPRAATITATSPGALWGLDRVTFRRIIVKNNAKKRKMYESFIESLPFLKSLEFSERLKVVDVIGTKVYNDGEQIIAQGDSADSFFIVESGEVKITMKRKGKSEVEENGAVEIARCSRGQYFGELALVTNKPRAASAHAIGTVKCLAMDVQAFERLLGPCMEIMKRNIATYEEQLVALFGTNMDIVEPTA
SUMO Mot1 rescue: yeast Mot1-301 growth rescue at high temperature, primary screen, SUMOylation pathway inhibitor project, S. cerevisiae, ATP luminescence, 38.5C; S. cerevisiae Mot1-301 growth rescue; percent above DMSO median, 100 means doubled; growth rescue, % at 18.8 µM; actives 1% (n = 320,000); AID 2716, 2010;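 active = every valid replicate shows activation above 250% relative to neutral control wells; inactive = the rest, any valid replicate at or below 250%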;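 also: OY570 slx delta 5 strain wells were the positive control but not used for scaling; some compounds called inactive have numbers as strong as hits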
NSD2 inh: NSD2 histone methyltransferase inhibitors, primary screen, biochemical, AlphaScreen, single concentration, set 2; NSD2 peptide methylation, 120 min; inhibition, % at 12.5 µM; actives 0.54% (n = 310,000); AID 743445, 2014; in the data active = inhibition above about 50%
CDK5 p35 inh: inhibitors of human CDK5/p35 kinase, primary screen, biochemical, single concentration; actives 0.01% (n = 330,000); Recombinant CDK5/p35, ADP-Glo luminescence, 60 min; inhibition, % at 10 µM; Cyclin-dependent kinase 5 (Homo sapiens) + Cyclin-dependent kinase 5 activator 1 (Homo …;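 active = highest replicate inhibition of at least 50% and at least 75% of replicates reaching 50%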;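 also: plate controls were DMSO neutral control for no effect and GW8510 at 10 µM for full effect; many of its hits are not listed in these tables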
Target sequence (Q00535 whole entry, looked up): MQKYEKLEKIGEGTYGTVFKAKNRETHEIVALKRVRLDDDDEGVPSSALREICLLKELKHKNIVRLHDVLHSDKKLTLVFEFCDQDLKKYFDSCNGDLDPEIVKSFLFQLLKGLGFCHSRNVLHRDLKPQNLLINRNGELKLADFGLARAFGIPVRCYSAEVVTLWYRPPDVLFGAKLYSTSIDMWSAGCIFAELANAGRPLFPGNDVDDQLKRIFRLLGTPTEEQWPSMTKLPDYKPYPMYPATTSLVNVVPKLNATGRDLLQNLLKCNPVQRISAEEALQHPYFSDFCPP
Target sequence (Q15078 whole entry, looked up): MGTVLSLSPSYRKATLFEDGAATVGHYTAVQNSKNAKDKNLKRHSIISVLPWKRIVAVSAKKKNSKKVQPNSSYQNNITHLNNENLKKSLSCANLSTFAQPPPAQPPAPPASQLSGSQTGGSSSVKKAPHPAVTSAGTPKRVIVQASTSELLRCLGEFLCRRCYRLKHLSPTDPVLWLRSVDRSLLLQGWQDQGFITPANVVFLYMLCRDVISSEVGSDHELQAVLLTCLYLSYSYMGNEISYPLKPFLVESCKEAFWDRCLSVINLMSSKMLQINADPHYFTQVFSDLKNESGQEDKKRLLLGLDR
SR-BI DiI-HDL act: activators of SR-BI mediated DiI-HDL uptake, primary screen, ldlA[mSR-BI] CHO cells, DiI fluorescence. 3 h; 100 = double the neutral-control signal. activation, % at 12.5 µM. actives 0.096% (n = 320,000);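 active = mean replicate activation of at least 60% and every replicate at or above 60%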;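 also: 0% = median plate neutral-control signal and 100% = twice that signal; values of inactives mirror those of a sister screen read the other way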
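Material: SR-BI-overexpressing, LDLR-lacking CHO cells | Dosing: Single compound concentration, delivered by pin transfer | Probe or stimulus: Labelled HDL, 10 µg/mL | Signal: Bottom-read cell fluorescence after medium removal, ex 550/em 595 nm | Schedule: 3 h, 37 °C | Evaluation: HDL uptake via cellular fluorescence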
SR-BI DiI inh: inhibitors of SR-BI mediated HDL lipid uptake, primary screen, ldlA[mSR-BI] cells, fluorescence, single point | ldlA[mSR-BI] CHO cells, DiI-HDL uptake fluorescence, 3 h | inhibition, % at 12.5 µM | actives 0.96% (n = 320,000) | AID 488896, 2010;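 active = mean replicate inhibition of at least 70% and a set share of replicates each scoring 70 or more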;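 also: 0% = median of neutral control wells and 100% = median of positive control wells; values of inactives mirror those of a sister screen read the other way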
* hit, by the source's call; · = no result given.

SMILES	Arrestin-AP2 inh	dFosB activator	PKA-R1A activ	MITF TRPM1 HTS	Pemphigus Ab inh	PKA-R2B activ	SUMO Mot1 rescue	NSD2 inh	CDK5 p35 inh	SR-BI DiI-HDL act	SR-BI DiI inh
O=C(c1ccc(Cl)cc1)N1N=CCC1(O)c1ccc(Cl)cc1 (configuration not stated)	-9	-5	-2	·	116	-13	8	1	-0.9	-88	88*
CCSc1nnc2nc3[nH]c4c(C)cccc4c3nn12	-5	-1	·	4	·	·	170	4	-0.8	-2	2
CN(C(=O)CSc1nc2scc(-c3ccccc3)c2c(=O)[nH]1)c1ccccc1	16	-7	-1	6	102	4	16	-5	0.6	-19	19
COc1ccc(C(=O)Nc2cccnc2Sc2ccc(Cl)cc2)cc1	-4	4	·	·	80*	·	10	-2	0.2	-30	30
Cc1ccccc1C(=O)Nc1nnc(CC(=O)N/N=C/c2ccco2)s1	-13	40*	-6	-5	93	-9	179	-1	-0.9	·	·
CCCCOc1ccc(-c2c(C#N)c(N)nc(SCC(N)=O)c2C#N)cc1	8	-5	-5	0	113	-9	13	0	-2.5	18	-18
O=C(/C(=C/O)N=Nc1ccccc1Cl)c1ccccc1	4	-7	4	-11	100	-5	229	3	-1.5	17	-17
CCCc1cc(=O)n2[nH]c(NCc3ccc(OC)cc3)nc2n1	8	-2	-3	-9	99	3	-5	2	2.2	-7	7
COc1ccc(C(=O)NC2CC(C)(C)Cc3c2cnn3-c2ccccc2C)o1 (configuration not stated)	-8	-1	-3	12	108	6	1	6	-0.4	-9	9
Cn1c(N)c(C(=O)COC(=O)C2(c3ccccc3F)CCCC2)c(=O)n(C)c1=O	-4	3	-8	-4	111	-4	-7	0	0.0	7	-7
N#Cc1cc2c(=O)n3ccccc3nc2n(-c2ccccc2Cl)c1=O	-7	-8	-4	-14	102	-10	-3	2	0.1	12	-12
Cc1c(CCOC(=O)C23CC4(C)CC(C)(CC(C)(C4)C2)C3)sc[n+]1CC(=O)c1ccccc1	-5	5	-2	-73	89	-4	-6	5	1.2	52	-52
CN(/N=C/c1cccnc1)c1cnc2ccccc2n1	6	-27	-2	19	99	6	108	-3	0.4	-22	22
COCCn1c(C)cc(C(=O)COc2ccc(C)nc2[N+](=O)[O-])c1C	-8	1	-4	-32	102	-2	-6	·	-3.9	-12	12
Cc1cccc2cc(CN(Cc3ccccc3)C(=S)NCCCN(C)C)c(=O)[nH]c12	-16	-6	7	22	105	10	5	10	-2.6	-2	2
COc1ccccc1C(=O)Nc1ccccc1C(=O)NC1CCCCC1	39	-13	-7	-11	107	0	-1	-2	-1.3	-11	11
COc1ccc(C)cc1S(=O)(=O)N1CCCCCC1	-6	-8	-12	-2	94	3	-11	-2	0.5	·	·
c1ccc(C(=C2CCCO2)c2ccccc2)cc1	37	-2	9	4	98	-3	·	2	1.7	-8	8
COc1cc(C(=O)Nc2ccc(Br)cc2C(=O)c2cc(OC)c(OC)c(OC)c2)cc(OC)c1OC	-5	-4	-5	2	107	-7	-6	6	-0.8	1	-1
NS(=O)(=O)c1ccc(CCNC(=O)COC(=O)c2ccc([N+](=O)[O-])o2)cc1	3	-11	-3	0	·	10	-13	1	0.7	-9	9
Clc1ccc(CNc2ncccn2)cc1	-4	-1	9	·	103	1	-9	-1	0.7	14	-14
C[C@H](CO)N1C[C@H](C)[C@H](CN(C)S(=O)(=O)c2ccccc2)Oc2c(NS(C)(=O)=O)cccc2C1=O	-6	-5	-6	7	104	8	5	·	-1.3	14	-14
O=[N+]([O-])c1ccc(N/N=C/c2ccccc2)cc1	-19	-1	7	·	102	-4	69	-2	0.6	10	-10
CCCCCCN1C=CC=C/C1=C\C=C(C#N)C#N	8	-6	·	·	106	·	-11	1	1.9	-11	11
O=C(Nc1ccc(F)cc1)c1ccc(NC(=O)C2CCCO2)cc1 (configuration not stated)	-5	-2	-3	54	106	2	63	·	-0.8	-17	17
CCN1CCN(c2ccc(NC(=O)c3ccc4c(c3)[nH]c(=O)n4Cc3ccc(F)cc3)cc2)CC1	2	-2	6	4	89	-5	-21	5	0.0	12	-12
N#CCCn1cc(C(=O)CN2C(=O)C(=O)N(C3CCCC3)C2=O)c2ccccc21	-9	-7	-1	-5	95	-15	·	0	1.2	9	-9
O=C(NCCO)c1cc2c(s1)CCC2	1	-1	10	8	103	2	7	2	-1.8	18	-18
O=S(=O)(NCc1csc(-c2cccnc2)n1)c1ccc(Cl)s1	0	5	-1	1	124	2	-7	·	-1.1	11	-11
C=CCNC(=O)C1CCN(S(C)(=O)=O)CC1	-12	3	1	12	96	-3	-6	3	-0.2	8	-8
Cc1cccc(NC(=O)c2ccc(S(=O)(=O)N(C)C)cc2)n1	-4	-1	-8	11	97	-16	-13	-1	0.4	-6	6
Cc1cc(=O)cc(C)n1-c1ccccc1N1CCOCC1	21	-3	14	·	107	4	157	-5	0.0	11	-11
OC(COc1ccc(F)cc1Cl)CN1CCc2ccccc2C1 (configuration not stated)	5	-15	6	-7	115	-9	-1	-2	-0.7	-16	16
Cc1ccc(C(=O)O/N=C2\CC3CCC2(C)C3(C)C)cc1 (configuration not stated)	6	-6	2	-1	103	-3	15	-6	-0.3	-30	30
O=C(Cc1ccccc1[N+](=O)[O-])N1CCc2ccccc2C1	10	1	-1	7	100	-2	-9	0	3.4	-1	1
COc1cccc(N2CCN(C3CC(=O)N(c4cccc(Cl)c4)C3=O)CC2)c1 (configuration not stated)	23	-7	-5	5	97	-4	-11	0	0.1	-20	20
Cc1ccc(Nc2nc(N)nc(CCl)n2)c(C)c1	-5	3	2	·	·	-3	-4	6	1.6	·	·
N/C(=N\OC(=O)c1ccc(Cl)cc1Cl)c1ccncc1	9	-3	6	·	108	-3	265	-2	2.8	2	-2
COc1ccc(N2C(=O)CC(NNC(=O)c3ccco3)C2=O)cc1 (configuration not stated)	-14	2	-11	-2	116	-4	-5	3	1.4	5	-5
CSCCC(NC(=O)c1ccccc1)C(=O)NCC(C)(C)N1CCOCC1 (configuration not stated)	-5	-1	-10	-10	·	-4	-10	3	-3.7	16	-16
C=CCC(C(=O)NC(C)c1ccccc1)C(=O)NC(C)c1ccccc1 (configuration not stated)	5	-7	1	-10	104	-2	-25	0	0.4	·	·
COC(=O)c1ccc(CSc2nc(-c3ccco3)cc(C(F)(F)F)n2)o1	-4	-11	-3	-10	·	-4	30	-2	1.4	-16	16
Cc1cccc(NC(=O)CCCn2cc([N+](=O)[O-])cn2)n1	-5	3	-3	17	114	-1	2	-2	1.9	·	·
CCOc1ccc(N(CC(=O)Nc2cccnc2)S(C)(=O)=O)cc1	34	1	14	-7	102	1	5	-1	0.4	7	-7
Cc1cc(C(=O)NC2CCCc3c2cnn3-c2ccc(C)c(C)c2)no1 (configuration not stated)	24	-12	-3	0	108	-1	-1	3	-0.6	-19	19
CCN(CC)S(=O)(=O)c1ccc2c(c1)nc(CCC(=O)Nc1ccc3c(c1)OCO3)n2CC	-16	1	1	9	98	-5	5	0	0.6	-32	32
O=C(NCC(=O)N1CCCC1C(=O)O)OC1CCCCC1 (configuration not stated)	7	5	-3	6	98	-4	107	6	-0.3	13	-13
Cc1cccc(-n2c(C)cc(/C=N\NC(=O)c3ccco3)c2C)c1	-1	-3	-14	73	99	-9	14	26	1.7	-45	45
CCCCNC(=S)NCC(c1ccccc1)c1c[nH]c2ccccc12 (configuration not stated)	10	-12	5	-15	111	-5	16	24	-0.2	-13	13
Cc1cc(C)c2c(CN3CCN(Cc4ccc5c(c4)OCO5)CC3)cc(=O)oc2c1	1	-4	4	-12	107	5	-7	2	0.1	-34	34
CC1(C)CC(=O)C(/C=N/c2ncccc2C(=O)O)=C(O)C1	0	-2	-3	·	98	1	6	0	-1.4	23	-23
Cc1ccc(Cn2c(=N)c(C(=O)NCC3CCCO3)cc3c(=O)n4cccc(C)c4nc32)cc1 (configuration not stated)	-1	1	-12	5	106	-8	-5	-9	1.1	0	0

Some of the entries so far, with values under each structure:
Values run as follows: Arrestin-AP2 inh	dFosB activator	PKA-R1A activ	MITF TRPM1 HTS	Pemphigus Ab inh	PKA-R2B activ	SUMO Mot1 rescue	NSD2 inh	CDK5 p35 inh	SR-BI DiI-HDL act	SR-BI DiI inh
CSCCC(NC(=O)c1ccccc1)C(=O)NCC(C)(C)N1CCOCC1 (configuration not stated)
→ -5	-1	-10	-10	·	-4	-10	3	-3.7	16	-16
C=CCC(C(=O)NC(C)c1ccccc1)C(=O)NC(C)c1ccccc1 (configuration not stated)
→ 5	-7	1	-10	104	-2	-25	0	0.4	·	·
COC(=O)c1ccc(CSc2nc(-c3ccco3)cc(C(F)(F)F)n2)o1
→ -4	-11	-3	-10	·	-4	30	-2	1.4	-16	16
Cc1cccc(NC(=O)CCCn2cc([N+](=O)[O-])cn2)n1
→ -5	3	-3	17	114	-1	2	-2	1.9	·	·
CCOc1ccc(N(CC(=O)Nc2cccnc2)S(C)(=O)=O)cc1
→ 34	1	14	-7	102	1	5	-1	0.4	7	-7

Bioassay records (PubChem)
